Compound activity: PubChem BioAssay, National Center for Advancing Translational Sciences (NCATS)
GRP78 ERSR act: inducers of ER stress response in human glioma cells. U87-MG GRP78 promoter luciferase reporter, 16 h. Potency, µM, for inactives: at the highest dose activation, usual class: activators. 0.02% of 420,000 active; note: potency is the fitted concentration of half-maximal effect; series mostly up to about 76 µM; % of control where 0% means no effect; nearly all actives have a fitted effect of over 35% in size
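Stably transfected U87-MG glioma cells carrying a GRP78-based luciferase sensor; 16 h compound incubation. Luminescence end-point read 10 min after Bright-Glo addition at room temperature.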
Vif-APOBEC3G blk: inhibitors of Vif-APOBEC3G interaction. Potency, µM (highest dose often 46.1 µM), for inactives: at the top dose activity, negative = active, hits mostly inhibitors. 0.076% of 410,000 active. Q9HC16. HeLa A3G-eYFP + Vif (tagged APOBEC3G with the HIV-1 protein that degrades it), YFP fluorescence, overnight. AID 602310;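 note: potency is the fitted concentration of half-maximal effect; % is set by controls: 0 for no effect and ±100 for the full control effect; nearly all actives have a fitted effect of over 60% in size; hits raise eYFP signal because A3G escapes Vif-driven loss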
Target sequence (Q9HC16 whole entry, looked up): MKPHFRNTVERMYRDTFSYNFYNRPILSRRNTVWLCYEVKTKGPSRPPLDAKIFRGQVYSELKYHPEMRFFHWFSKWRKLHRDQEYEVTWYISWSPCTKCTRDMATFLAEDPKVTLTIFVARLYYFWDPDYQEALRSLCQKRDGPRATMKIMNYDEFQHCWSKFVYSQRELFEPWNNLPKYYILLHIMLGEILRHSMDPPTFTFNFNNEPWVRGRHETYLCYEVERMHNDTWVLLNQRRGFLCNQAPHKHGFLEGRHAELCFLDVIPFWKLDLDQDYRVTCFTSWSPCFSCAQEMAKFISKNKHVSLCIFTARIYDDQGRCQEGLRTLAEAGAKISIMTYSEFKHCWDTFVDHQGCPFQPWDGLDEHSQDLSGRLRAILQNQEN
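HeLa cells stably expressing Vif and C-terminally eYFP-tagged A3G, seeded overnight at 37 deg C, then exposed to compound by pintool overnight at 37 deg C. Rise in yellow fluorescence (Ex 488/Em 500-530, Acumen) marks blocked Vif-driven A3G degradation.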
IDH1 R132H inh: blocks human mutant IDH1 R132H enzyme. Potency, µM (titrated, usually from 76.6 µM), for the others: top-dose activity change, negative = inhibition, usual class: inhibitors. O75874. AID 602179. IDH1-R132H enzyme, NADPH consumption, diaphorase/resazurin fluorescence. 0.093% of 390,000 active; note: potency is the fitted concentration of half-maximal effect; % is set by controls: 0 for no effect and ±100 for the full control effect; nearly all actives have a fitted effect of over 65% in size
Target sequence (O75874 whole entry R132H, stated change not applied): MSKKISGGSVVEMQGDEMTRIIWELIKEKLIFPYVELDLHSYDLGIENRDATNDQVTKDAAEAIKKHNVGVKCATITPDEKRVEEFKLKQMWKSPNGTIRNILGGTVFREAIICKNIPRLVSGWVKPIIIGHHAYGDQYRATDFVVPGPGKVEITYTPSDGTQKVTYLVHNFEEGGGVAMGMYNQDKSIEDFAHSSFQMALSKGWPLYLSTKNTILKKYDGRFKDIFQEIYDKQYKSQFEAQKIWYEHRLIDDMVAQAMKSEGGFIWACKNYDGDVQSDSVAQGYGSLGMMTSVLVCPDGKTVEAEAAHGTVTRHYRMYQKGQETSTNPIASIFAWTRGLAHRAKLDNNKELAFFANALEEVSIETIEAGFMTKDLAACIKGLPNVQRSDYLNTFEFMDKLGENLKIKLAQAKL
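IDH1-R132H (0.5 ug/mL dispensed) in pH 7.5 Tris buffer was preincubated 30 min with compound, then given a substrate mix of 0.016 mM NADPH and 2 mM alpha-KG for 80 min at room temperature; remaining NADPH was read by diaphorase/resazurin fluorescence.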
USP1 inh: inhibitors of human USP1/UAF1 deubiquitinase; O94782; recombinant USP1/UAF1, Ub-Rhodamine cleavage fluorescence; Potency, µM (doses to about 57.1 µM), inactives show top-dose activity change, negative = inhibition, hits mostly inhibitors; 0.23% of 390,000 active; AID 743255; note: potency is the fitted concentration of half-maximal effect; % is set by controls: 0 for no effect and ±100 for the full control effect; nearly all actives have a fitted effect of over 60% in size; inactives centre near -12
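USP1/UAF1 complex (1 nM) preincubated 15 min at room temperature with compound, then Ub-Rho substrate (150 nM final) added. Kinetic fluorescence at 480/540 nm over 6 reads at 60 s intervals; 50 mM HEPES pH 7.8, 0.5 mM EDTA, 0.1 mg/ml BSA, 1 mM TCEP, 0.01% Tween-20.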
TrxR1 inh: inhibitors of rat thioredoxin reductase 1; 1% of 390,000 active; AID 588453; recombinant rTrxR1, NADPH fluorescence consumption, selenite substrate; Potency, µM (highest dose often 114 µM), for inactives: at the highest dose activity change, negative = inhibition, usual class: inhibitors; O89049; note: potency is the fitted concentration of half-maximal effect; % is set by controls: 0 for no effect and ±100 for the full control effect; nearly all actives have a fitted effect of over 65% in size
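Rat TrxR1 (90 nM in the dispensed reagent) was pre-reduced with 400 uM NADPH for 5 min at room temperature, then incubated with compound for 15 min. After 400 uM selenite was added, NADPH fluorescence (Ex 340/Em 450 nm) was followed for 8 min.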
LDHA inh: LDHA (human) enzyme inhibition | P00338 | purified LDHA, NADH/diaphorase-resazurin fluorescence; active compounds read low | activity change, % (values are at about 110 or 230 µM) | 0.15% of 480,000 active | AID 1347041; in the data active = activity change below about -30%; inconclusive = mostly about -25% to -30%;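 note: plate controls were DMSO wells for no effect and wells without enzyme for full effect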
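Enzyme activity of human lactate dehydrogenase 5 (2 nM; 0.06 mM NADH, 0.2 mM pyruvate, 5 min, RT) is measured via a resazurin/diaphorase fluorescence readout of residual NADH.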
TrxR1 substrate: is turned over as a substrate by rat TrxR1; O89049; 0.01% of 390,000 active; Potency, µM (doses to about 114 µM), inactives show at the highest dose activity change, negative = substrate turnover; AID 588456; purified TrxR1 substrate turnover, NADPH consumption readout; note: potency is the fitted concentration of half-maximal effect; % is set by controls: 0 for no effect and ±100 for the full control effect; nearly all actives have a fitted effect of over 50% in size
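Rat TrxR1, dispensed at 90 nM, was prereduced with 400 uM NADPH (final) for 5 min at ~22 deg C, then incubated with compound 15 min before 400 uM selenite. A first-read NADPH fluorescence drop versus no-compound background flagged substrates.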
Vif-APOBEC3F blk: Vif-A3F binding inhibition; HeLa A3F-eYFP + Vif (tagged APOBEC3F with the HIV-1 protein that degrades it), YFP fluorescence increase; Potency, µM (top dose mostly 46.1 µM), inactives show at the highest dose activity, negative = active; 0.2% of 390,000 active; note: potency is the fitted concentration of half-maximal effect; % of control where 0% means no effect; nearly all actives have a fitted effect of over 65% in size
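Fluorescence increase (Ex 488/Em 500-530) after overnight compound treatment at 37 deg C flags inhibition of Vif-driven A3F-eYFP loss in stable HeLa A3F-eYFP/Vif cells seeded overnight beforehand.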
RGS4 inh: blocks human RGS4-accelerated GTP hydrolysis; Potency, µM (doses to about 114 µM), for the others: at the top dose activity change, negative = inhibition, hits mostly inhibitors; AID 504845; 0.039% of 390,000 active; Transcreener GDP fluorescence polarization, RGS4-accelerated GTP hydrolysis; note: potency is the fitted concentration of half-maximal effect; % is set by controls: 0 for no effect and ±100 for the full control effect; nearly all actives have a fitted effect of over 75% in size; some results filed as inactive show a strong effect at the top dose
Target sequence (P49798 whole entry, looked up): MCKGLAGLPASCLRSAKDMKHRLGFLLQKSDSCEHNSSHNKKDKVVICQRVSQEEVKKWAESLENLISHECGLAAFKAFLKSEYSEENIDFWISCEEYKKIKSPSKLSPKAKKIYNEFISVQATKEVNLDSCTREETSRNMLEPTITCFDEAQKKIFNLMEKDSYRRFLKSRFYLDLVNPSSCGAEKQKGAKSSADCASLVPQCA
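MLSMR compounds (23 nl, pin-transferred) preincubated 10 min at room temperature with a 500nM (2x) first reagent, then RGS4 at 900nM (2x) plus Transcreener GDP mix added; fluorescence polarization (620/688 nm) read before and after 90 min at 30 °C.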
An asterisk follows results filed as active; ? = inconclusive; . = not tested or not shown; [ ] = dose if it differs, or a comment. Unless noted, calls come from the whole dose curve; as a rule, active = well fitted curve in the direction sought with a large enough effect; inconclusive = small, poorly fitted or top-dose-only effect, or another doubt; inactive = no such curve, though single readings can be large; an effect the other way counts as inactive or inconclusive. These rows are one share of the data; rates above refer to the full screens.

Compound,Vif-APOBEC3G blk,IDH1 R132H inh,GRP78 ERSR act,TrxR1 inh,RGS4 inh,TrxR1 substrate,LDHA inh,USP1 inh,Vif-APOBEC3F blk
Cc1c(C(=O)N2CCCCC2)c(S(=O)(=O)N2CCN(c3ccccc3F)CC2)c(C)n1C,-3%,-2%,-6%,10%,3%[11.4 µM],5%,-4,-22%,0%
CC(C)c1ccc(Nc2nnc(SCC(=O)Nc3ncc(S(=O)(=O)c4ccc([N+](=O)[O-])cc4)s3)s2)cc1,1%,9%,-2%,?,-39%,-11%,0,-20%,-2%
O=P(Cc1ccccn1)(c1ccccc1)c1ccccc1,1%,2%,0%,9%,-6%,6%,-2,-9%,-20%
CCOC(=O)c1c(-c2ccccc2)oc2ccc(O)c(CN3CCCC3)c12,-1%,-6%,-3%,8%,24%,-3%,0,-9%,-8%
CSc1ccccc1NC(=O)CN1CC(C)OC(C)C1 (stereo not given),-2%,13%,-1%,11%,9%,-3%,-2,-8%,-1%
COc1ccc(C(=O)NC2CC2)cc1OC1CCN(Cc2ccccc2F)CC1,0%,6%,-6%,-12%,-19%,-3%,0,1%,1%
CC(=O)CC(C)(C)S(=O)(=O)c1ccc(Oc2ccc(S(=O)(=O)C(C)(C)CC(C)=O)cc2)cc1,0%,0%,0%,-2%,11%,-8%,-2,-21%,-9%
c1ccc(-n2nnc(-c3nccs3)n2)cc1,3%,-2%,-6%,?,5%,-8%,-18,-4%,6%
C/C(CC(=O)Nc1ccc(Cl)cc1C(F)(F)F)=N\NC(=O)c1cccs1,4%,6%,5%,2%[57.1 µM],-19%,-1%[57.1 µM],-2,-7%,-5%
COc1cc(C)c(N(C(C)=O)c2ccccc2)c(C)c1,-5%,1%,-2%,14%[57.1 µM],4%,10%[57.1 µM],-3,-19%,-3%
Cc1ccc(CN2CC34C=CC(O3)C(C(=O)NCc3ccco3)C4C2=O)cc1 (stereo not given),-2%,1%,-1%,?,-32%,3%,5,-18%,-28%
Cc1cccc(N(CC(=O)NC(C)C)C(=O)CCC(=O)Nc2ccccn2)c1,1%,-7%,3%,28%,14%,6%,-8,-25%,2%
O=C(NCCC1=CCCCC1)C1CCN(S(=O)(=O)c2cnc[nH]2)CC1,0%,4%,-5%,14%[57.1 µM],0%,9%[57.1 µM],0,-8%,-13%
COc1ccc(-c2ccc(CN3C(CC(C)C)C(=O)N(Cc4cn(CC5CCCCC5)nn4)CCS3(=O)=O)cc2)cc1OC (stereo not given),-11%,-9%,-4%,.,.,.,-2,-27%,-9%
CC(=O)[C@H]1[C@H](CCc2ccccc2)NC(=O)N(Cc2ccccc2)[C@@H]1C,0%,7%,-3%,29%[57.1 µM],21%,20%[57.1 µM],-8,-10%,0%
O=C(NC1CCCCC1)C(c1ccccc1)N(Cc1ccc2c(c1)OCO2)C(=O)c1cnsn1 (stereo not given),-4%,-7%,-1%,21%,5%,4%,-4,-11%,-22%
CCOC(=O)CCC(=O)Nc1ccc(S(=O)(=O)N2CCC(C)CC2)cc1,0%,11%,-5%,14%,-1%,3%[0.457 µM],-1,-11%,-3%
COc1ccc2oc(C(F)(F)C(F)F)cc(=O)c2c1,0%,11%,-5%,11%[57.1 µM],-16%,29%[57.1 µM],-2,-19%,0%
CC(C)(C)OC(=O)NCCCC[C@H](NC(=O)c1[nH]cnc1C(=O)Nc1ccc(CNC(=O)OC(C)(C)C)cc1)C(=O)OC(C)(C)C,-3%,0%[38.3 µM],-3%,-4%,-4%,-12%,2,?,5%
O=S(=O)(NCC(c1ccc2c(c1)OCO2)N1CCOCC1)c1ccccc1 (stereo not given),-5%,1%,0%,17%,7%,2%,-4,2%,5%

More results
Compound,Vif-APOBEC3G blk,IDH1 R132H inh,GRP78 ERSR act,TrxR1 inh,RGS4 inh,TrxR1 substrate,LDHA inh,USP1 inh,Vif-APOBEC3F blk
Cc1ccc(C(=O)N[C@H](C(=O)OCc2cc(=O)n3c(n2)sc2ccccc23)C(C)C)cc1,-5%,6%,-3%,-18%,-11%,-1%,0,-10%,-2%
O=C(NCCCN1CCOCC1)c1onc(CSc2nc3ccccc3[nH]2)c1C(=O)NCCCN1CCOCC1,0%,1%,0%,13%,23%,10%,-11,13%,5%
O=C(CNC(=O)c1cccc(F)c1)NC1CC1,-1%,2%,-3%,2%,12%,-3%,-1,-1%,-6%
O=C(O)c1cccc(CN2C(=O)c3ccccc3C2=O)c1,2%,2%,-3%,10%,16%,-1%,-4,-31%,1%
COc1cc(C(=O)Nc2ccc(OCC(=O)N3CCOCC3)cc2C)cc(OC)c1OC,4%,-1%,-3%,15%,-7%,1%,-6,1%,-2%
Cc1cc(-n2nc(C)cc2C)nc(NS(=O)(=O)c2ccccc2)n1,-4%,5%,-4%,8%[57.1 µM],5%,9%[57.1 µM],-5,-10%,1%
CC(=O)Nc1nn(C)c2nc(C)cc(C)c12,-1%,1%,-2%,2%[57.1 µM],-9%,34%[activator][57.1 µM],0,-7%,0%
Cc1cccc(C)c1NC(=O)CSc1ncnc2nc[nH]c12,-1%,2%,-5%,25%,5%,13%,2,-13%,1%
COc1cc(OC)cc(C(=O)Nc2cc(-c3nc4cc(Cl)ccc4o3)ccc2Cl)c1,-3%,-5%,1%,23%,15%,4%[11.4 µM],-7,-14%,6%
COc1ccc(NC(=O)C2=C(C)Nc3ncnn3C2c2ccc[nH]2)cc1 (stereo not given),-1%,-4%,-5%,6%[57.1 µM],-22%,0%[57.1 µM],1,?,-14%
CCc1nc2ccccc2c(=O)n1/N=C/c1ccc(OC)cc1,1%,0%,-1%,18%[57.1 µM],5%,-8%,2,-13%,4%
COc1ccccc1N1CCN(C(=O)C2CCN(S(=O)(=O)c3ccc4c(c3)CC(C)N4C(=O)C3CC3)CC2)CC1 (stereo not given),4%,-7%,1%,13%[57.1 µM],6%[56.9 µM],4%[57.1 µM],-5,2%,-7%
O=C(C=Cc1ccc(Cl)s1)c1ccc(Cl)s1,-2%,-1%,3%,?,3%,-3%,1,-8%,-18%
CN(C)S(=O)(=O)c1cccc(NC(=O)c2cc(-c3cccs3)nn2-c2cccc(Cl)c2)c1,-30%,2%,-1%,4%,-9%,2%,-8,-22%,-24%
COc1cccc(OCCOc2ccccc2[N+](=O)[O-])c1,-3%,4%,4%,-2%,-17%,-7%,-5,-26%,3%
Cc1cc(C)cc(Oc2ccc(S(=O)(=O)N3CCN(C)CC3)cn2)c1,-6%,3%,-1%,-1%,0%,0%,-3,-8%,-6%
Cc1ccc(Cn2c(SCc3ccc(C(=O)N4CCCCC4)cc3)nc3ccncc32)cc1,7%,-10%,1%,6%,-11%,6%,-6,-21%,6%
CCOc1cc(S(=O)(=O)NCC2OCCc3ccccc32)c(OCC)cc1-n1cnnn1 (stereo not given),1%,2%,-2%,14%,-11%,38%[activator][57.1 µM],-2,-8%,-4%
Cc1ccccc1CSc1nc2c([nH]c3ccccc32)c(=O)n1C,-5%,-1%,-3%,44%[activator][57.1 µM],4%,9%[57.1 µM],-10,-10%,-1%
Cn1cnc2cc(NCc3ccccc3O)ccc21,1%,-4%,5%,10%,-47%,11%,7,-4%,6%

Other compounds
Compound,Vif-APOBEC3G blk,IDH1 R132H inh,GRP78 ERSR act,TrxR1 inh,RGS4 inh,TrxR1 substrate,LDHA inh,USP1 inh,Vif-APOBEC3F blk
COc1ccc(NS(=O)(=O)c2cc(OCC(N)=O)c(C)cc2Cl)cc1,0%,3%,-3%,11%[57.1 µM],14%,10%[57.1 µM],-7,-6%,3%
Cc1cc(C(F)F)n2nc(C(=O)Nc3ccc(S(=O)(=O)N4CCCC4)cc3)nc2n1,-10%,1%,7%,-9%,-11%,2%,0,-22%,-2%
NC(=O)Nc1n[nH]c(-c2ccccc2)n1,-4%,0%,-3%,2%[57.1 µM],-5%,4%,-2,-16%,0%
CCCCCN(C(=O)CCC(=O)OCc1cccc(C)c1)c1c(N)n(CCCC)c(=O)[nH]c1=O,1%,0%,-4%,11%,-22%,-5%,-4,-16%,3%
CCOC(=O)c1ccc(NC(=O)c2c(-c3c(F)cccc3Cl)noc2C)cc1,-1%,1%,-3%,30%,-21%,1%,3,-11%,5%
CC(=O)NCCc1nc2cc(NC(=O)c3ccccc3Cl)ccc2n1C,0%,-4%,5%,12%,-16%,3%,-5,-8%,0%
CCOC(=O)CCSc1nc(C(C)(C)C)cc(C(F)(F)F)c1C#N,2%,2%,-3%,27%[57.1 µM],-2%[11.4 µM],-8%,2,-18%,8%
COc1ccc(CCC(C)N2CCc3ccccc3C2)cc1 (stereo not given),0%,-5%,-2%,3%,17%,-6%,-6,-20%,1%
COc1ccc(/C(C)=N/NS(=O)(=O)c2cc(C)ccc2C)c(OC)c1,-1%,11%,-3%,12%[57.1 µM],?,-1%,-8,-6%,-10%
